GDH-TPI counter = counter-screen for M. tuberculosis FBA inhibitors: GDH-TPI coupled enzymes. GDH-TPI coupled enzyme counterscreen, NADH absorbance. inhibition, % at 4.8 µM. 1.2% of 360,000 active. AID 588335;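 note: 0% = DMSO wells and 100% = wells lacking the enzyme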
FBA Mtb inh = inhibitors of M. tuberculosis fructose-bisphosphate aldolase; AID 588726; purified M. tuberculosis FBA, fluorescence read-out; inhibition, % at 1 µM; 2.3% of 360,000 active; P9WQA3; in the data active = inhibition above about 27%;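 note: 0% = vehicle and 100% = reference inhibitor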
Target sequence (P9WQA3 whole entry, looked up): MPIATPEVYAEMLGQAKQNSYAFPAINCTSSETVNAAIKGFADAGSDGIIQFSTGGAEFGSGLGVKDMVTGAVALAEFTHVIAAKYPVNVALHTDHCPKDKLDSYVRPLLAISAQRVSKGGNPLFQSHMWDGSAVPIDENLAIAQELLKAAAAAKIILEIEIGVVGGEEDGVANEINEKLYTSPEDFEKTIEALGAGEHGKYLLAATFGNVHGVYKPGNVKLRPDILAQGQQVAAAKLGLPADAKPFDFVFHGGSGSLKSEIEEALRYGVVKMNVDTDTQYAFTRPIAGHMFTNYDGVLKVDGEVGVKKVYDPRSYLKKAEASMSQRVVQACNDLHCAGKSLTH
CCHF vOTU inh = CCHFV vOTU protease inhibition. 0.55% of 370,000 active. Pep-AMC fluorescence. inhibition, % at 11.5 µM; note: 0% = vehicle wells with enzyme and 100% = no enzyme wells
BoNT-F LC inh = blocks Botulinum neurotoxin F light chain protease. inhibition, % at 10 µM. 0.22% of 360,000 active. Multiplex microsphere protease cleavage assay, flow cytometry; in the data active = inhibition above about 35%, passing the limit was not always enough; inconclusive = no clear call, values can overlap the other calls; note: plate controls were buffer without enzyme for full effect and enzyme alone for no effect
Rv3671c protease = inhibitors of M. tuberculosis serine protease Rv3671c. inhibition, % at 5.96 µM. 0.048% of 320,000 active. AID 2606; in the data active = inhibition above about 38%;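 note: extracellular domain of Rv3671c used as enzyme; 0% = enzyme with DMSO and 100% = no enzyme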
UGM FP inh = Mtb UDP-galactopyranose mutase inhibition. purified UGM, fluorescence polarization probe displacement. inhibition, % at 10 µM. 0.06% of 320,000 active. P9WIQ1; in the data active = inhibition above about 10%, passing the limit was not always enough; inconclusive = no clear call, values can overlap the other calls
Target sequence (P9WIQ1 whole entry, looked up): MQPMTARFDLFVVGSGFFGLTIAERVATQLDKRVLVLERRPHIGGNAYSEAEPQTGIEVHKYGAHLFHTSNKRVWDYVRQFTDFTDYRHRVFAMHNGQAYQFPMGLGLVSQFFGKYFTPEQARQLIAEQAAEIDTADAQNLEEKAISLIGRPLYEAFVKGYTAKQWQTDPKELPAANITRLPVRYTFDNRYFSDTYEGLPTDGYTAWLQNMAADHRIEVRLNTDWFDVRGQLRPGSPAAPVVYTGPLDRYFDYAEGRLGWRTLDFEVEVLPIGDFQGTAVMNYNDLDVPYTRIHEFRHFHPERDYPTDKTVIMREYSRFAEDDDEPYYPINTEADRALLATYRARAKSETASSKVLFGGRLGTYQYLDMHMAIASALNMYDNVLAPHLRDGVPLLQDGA
FadD28 binding = M. tuberculosis FadD28 bisubstrate binding inhibition | FadD28 bisubstrate probe binding, fluorescence polarization | inhibition, % at 12.5 µM | 0.22% of 360,000 active; in the data active = inhibition above about 8.5%, passing the limit was not always enough; inconclusive = no clear call, values can overlap the other calls
MazF activator = MazEF (E. coli) toxin RNase activation | 0.32% of 350,000 active | FAM/BHQ RNA-DNA oligo cleavage fluorescence, 5 h | P0AE70 | activation, % at 20 µM | AID 504720; in the data active = activation above about 50%
Target sequence (P0AE70 whole entry, looked up): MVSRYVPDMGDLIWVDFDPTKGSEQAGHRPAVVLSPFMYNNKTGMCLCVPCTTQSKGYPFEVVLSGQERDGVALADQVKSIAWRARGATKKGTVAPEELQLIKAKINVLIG
Mtb BioA inh = blocks M. tuberculosis BioA enzyme activity | purified M. tuberculosis BioA enzyme, plate reader | inhibition, % at 9.99 µM | 0.096% of 360,000 active; in the data active = inhibition above about 40%; inconclusive = no clear call, values can overlap the other calls
VHR inh abs = inhibitors of human VHR1 phosphatase (DUSP3). P51452. recombinant VHR phosphatase, pNPP absorbance. inhibition, % at 13.3 µM. 0.52% of 290,000 active. AID 1654; in the data active = inhibition above about 50%; note: some compounds called inactive have numbers as strong as hits
Target sequence (P51452 whole entry, looked up): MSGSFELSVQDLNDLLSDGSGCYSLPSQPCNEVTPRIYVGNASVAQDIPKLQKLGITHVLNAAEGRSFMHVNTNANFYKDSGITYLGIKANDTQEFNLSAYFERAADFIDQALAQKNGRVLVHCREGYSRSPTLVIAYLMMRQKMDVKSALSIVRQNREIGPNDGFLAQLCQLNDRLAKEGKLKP
An asterisk follows results filed as active; ? = inconclusive; . = not tested or not shown; & = joins results of further samples. Cut-off read from the data, not from the text of the source, unless noted: active = inhibition above about 30%; inactive = the rest.

Fields: GDH-TPI counter	FBA Mtb inh	CCHF vOTU inh	BoNT-F LC inh	Rv3671c protease	UGM FP inh	FadD28 binding	MazF activator	Mtb BioA inh	VHR inh abs
1) COC(=O)c1ccccc1NC(=O)NC1CCN(Cc2ccccc2)CC1
→ -16	12	1	-5	-2	-3.5	1.2	2	.	1
2) CCC1CCCCN1Cc1ccc(OC)c(C)c1C (stereo not drawn)
→ -4	-2	-6	-1	-8	0.2	-4.0	7	-0.4	21
3) COCC(=O)N(Cc1cc2cccc(C)c2[nH]c1=O)c1ccccc1
→ 20	6	-15	-47	0	1.3	-2.7	6	1.6	17
4) Cc1c(NC(=O)CSc2nc3ccc(Cl)cc3[nH]2)c(=O)n(-c2ccccc2)n1C
→ -2	0	2	-4	-6	1.5	-1.1	2	2.5	13
5) COc1ccc(S(=O)(=O)N2CCOC2CNC(=O)C(=O)NCCCN2CCOCC2)cc1OC (stereo not drawn)
→ 4	2	-8	5	-3	-1.4	0.7	5	-0.4	-16
6) COc1ccc(N(CC(O)CN2C(=O)NC(C)(C)C2=O)S(=O)(=O)c2ccccc2)cc1 (stereo not drawn)
→ 0	0	-1	-2	-3	-2.7	0.0	-1	-0.5	-8
7) CCOc1ccc(N2C(=O)CC(N3CCN(c4ccc(F)cc4)CC3)C2=O)cc1 (stereo not drawn)
→ 1	2	20	-9	-9	2.0	0.4	7	0.1	47
8) O=[N+]([O-])c1ccc(S(=O)(=O)NCC(c2cccnc2)N2CCc3ccccc3C2)cc1 (stereo not drawn)
→ -1	-3	-1	0	0	3.8	-1.8	1	3.8	.
9) Cc1ccc(NC(=O)N/C=C/c2ccccc2)cc1
→ 3	-1	7	4	-17	3.1	-0.2	8	8.8	-12
10) COc1ccc(CNC(=O)CC(C)S(=O)(=O)c2ccc3c(c2)NC(=O)CO3)cc1 (stereo not drawn)
→ 1	4	8	-1	1	-1.7	-0.1	6	0.5	4
11) CCOC(=O)N1CCN(S(=O)(=O)N2CCCC(C(=O)NCc3ccc(OC)cc3OC)C2)CC1 (stereo not drawn)
→ 1	2	-10	-1	-1	0.7	-2.1	2	-1.2	8
12) CCOC(=O)C1CCN(C(=O)c2cc(S(=O)(=O)N3CCCCCC3)ccc2OC)CC1
→ 7	3	-3	?	22	1.5	-1.4	2	.	.
13) CC(C)(C)n1c(O)c(C=Nc2ccc3c(c2)CCC3)c(=O)[nH]c1=O
→ 9	-4	7	7	-1	-1.6	-1.6	7	-1.7	-18
14) Cc1ccc(C(=O)Oc2csc(=S)n2C(=O)c2ccc(C)cc2)cc1
→ 8	-3	-6	-12	0	0.2	-2.2	-13	-1.2	16
15) CCOc1ccc(CCNC(=O)COC(=O)c2cccs2)cc1OCC
→ 6	2	-3	0	5	-3.0	-0.7	-3	2.1	18
16) COc1ccc(-c2nc3ccc([N+](=O)[O-])cc3o2)cc1
→ 0	2	-10	-4	3	1.3	-1.5	1	.	3
17) OCCC#Cc1c(-c2ccsc2)sc2ccccc12
→ 3	2	11	2	-22	1.3	-9.1	-12	-1.2	9
18) C[C@@H]1CN([C@H](C)CO)C(=O)CCCn2cc(nn2)CO[C@H]1CN(C)C(=O)Nc1cccc(C(F)(F)F)c1
→ 12	-1	2	-2	.	.	-2.6	1	-0.2&1.8	.
19) CC(C)c1ccc(NC(=O)C(c2ccccc2)N2CCC3(CC2)OCCO3)cc1 (stereo not drawn)
→ 7	3	-7	8	2	2.6	-3.0	3	2.3	7
20) O=C(Cc1ccc(S(=O)(=O)N2CCOCC2)s1)Oc1ccc(F)cc1
→ -1	6	16	0	8	2.7	-0.5	-28	-1.2	.
21) CCOC(=O)c1c(OCCO)nn(-c2ccc(Cl)cc2)c1N
→ 2	2	14	2	-6	0.7	-1.1	-3	.	12
22) O=C(CCCCn1c(=O)c2ccccc2n(Cc2ccccc2F)c1=O)NC1CCN(Cc2ccccc2)CC1
→ 4	4	11	-13	-7	-1.1	0.4	-2	-0.4	3
23) C/C(=N\NC(=O)c1ccc(CN2CCc3ccccc3C2)cc1)c1ccccc1O
→ 0	5	9	-5	9	-4.1	-3.1	-3	.	31
24) Cc1oc(CC(C)C)cc1C(=O)Nc1cccc2ccccc12
→ -8	2	0	5	9	0.8	-5.2	-17	-1.6	30
25) O=C(CNC(=O)c1ccccc1F)N/N=C/c1cc(Br)ccc1OCc1ccccc1
→ 5	0	16	2	-87	-0.5	-0.8	-15	-1.9	-22
26) O=C(CC1C(=O)NCCN1CC1CCCCC1)NCc1cccc(F)c1F (stereo not drawn)
→ 5	1	-6	3	0	2.0	1.7	5	.	39
27) CCC(=O)N1CCN(CCN=CC2=C(O)CC(C)(C)CC2=O)CC1
→ -10	0	-8	-9	0	0.0	-3.1	0	0.1	-5
28) CC(=O)Nc1ccc2oc(C)nc2c1
→ 3	2	7	-4	2	1.0	-1.6	3	.	14
29) CCN(CC(=O)NC1CCS(=O)(=O)C1)C(=O)c1cc(OC)c(OC)c(OC)c1 (stereo not drawn)
→ -4	-2	10	0	5	-0.6	.	3	-0.2	.
30) COc1ccc(/C=C(/NC(=O)c2ccco2)C(=O)N2CCCCCC2)cc1OC
→ 18	2	-3	-4	1	1.4	-0.3	2	0.9	5

Rewritten as tab-separated lines: entries from further up.
No.	SMILES	GDH-TPI counter	FBA Mtb inh	CCHF vOTU inh	BoNT-F LC inh	Rv3671c protease	UGM FP inh	FadD28 binding	MazF activator	Mtb BioA inh	VHR inh abs
9	Cc1ccc(NC(=O)N/C=C/c2ccccc2)cc1	3	-1	7	4	-17	3.1	-0.2	8	8.8	-12
20	O=C(Cc1ccc(S(=O)(=O)N2CCOCC2)s1)Oc1ccc(F)cc1	-1	6	16	0	8	2.7	-0.5	-28	-1.2	.
13	CC(C)(C)n1c(O)c(C=Nc2ccc3c(c2)CCC3)c(=O)[nH]c1=O	9	-4	7	7	-1	-1.6	-1.6	7	-1.7	-18
22	O=C(CCCCn1c(=O)c2ccccc2n(Cc2ccccc2F)c1=O)NC1CCN(Cc2ccccc2)CC1	4	4	11	-13	-7	-1.1	0.4	-2	-0.4	3
8	O=[N+]([O-])c1ccc(S(=O)(=O)NCC(c2cccnc2)N2CCc3ccccc3C2)cc1 (stereo not drawn)	-1	-3	-1	0	0	3.8	-1.8	1	3.8	.

Later entries:
Fields: GDH-TPI counter	FBA Mtb inh	CCHF vOTU inh	BoNT-F LC inh	Rv3671c protease	UGM FP inh	FadD28 binding	MazF activator	Mtb BioA inh	VHR inh abs
31) CCOC(=O)c1cnc2c(OC)cccc2c1Nc1ccc2c(c1)OCCO2
→ 11	-2	-9	-3	-5	5.1	-3.8	-2	.	-6
32) Cc1c2n(c3ccccc13)CCC2=O
→ 6	28*	-46	17	-4	0.6	-1.8	8	4.8	10
33) COc1ccccc1CNC(=O)COC(=O)c1ccc(C(=O)c2ccccc2)cc1
→ -3	1	6	-4	-7	-0.6	-0.2	6	-1.5	.
34) COc1cc(CN(C(=S)NCC(=O)O)C2CCCC2)cc(OC)c1OC
→ -5	3	1	-1	2	3.3	-4.3	0	.	16
35) O=C1CC(N2CCN(c3ccccn3)CC2)C(=O)N1c1ccc(Cl)cc1 (stereo not drawn)
→ -1	-1	12	-7	-12	3.4	-0.7	7	.	16
36) Cc1cccc(NC(=O)CSc2nnc(-c3ccco3)o2)c1
→ 15	2	.	-8	-6	1.2	0.4	-4	.	19
37) COc1ccc(C(=O)NNC(=O)CSc2nnc(-c3cccnc3)n2C)cc1
→ 1	4	7	5	0	-1.8	1.4	5	.	7
38) CCOc1cc(CNn2cn[nH]c2=S)cc(Cl)c1OCc1ccccc1F
→ 9	2	16	-3	13	-0.5	-8.4	-5	2.4	22
39) C=CCN(Cc1ccc(Cl)s1)C(=O)c1cc(S(=O)(=O)N2CCOCC2)ccc1F
→ 0	-1	5	1	-2	-1.6	-2.0	-18	0.1	.
40) Cc1ccc(C)c(NC(=O)COC(=O)Cn2c(C)csc2=O)c1
→ 15	4	11	-1	5	0.2	1.1	-17	-0.2	.
41) CCOC(=O)c1cc(C)n(-c2c(C)n(C)n(-c3ccccc3)c2=O)c1C
→ -4	-1	-3	2	1	-2.3	-1.2	-12	0.9	2
42) COc1ccc(-c2nc(-c3cccnc3)no2)cc1
→ -7	0	-8	?	4	1.5	-3.0	1	.	14
43) CC[n+]1cc(C)ccc1/C=C/c1ccc(N(C)C)cc1
→ 2	-24	13	?	-49	0.9	-3.7	-174	-4.8	-22
44) COc1cc(/C=C/C(=O)O)cc(S(=O)(=O)NC2CCCC2)c1OC
→ 5	13	12	-8	5	-0.7	-3.7	6	.	5
45) Cc1ccc(NC(=O)c2ccc(CSc3ccccn3)cc2)cc1
→ 5	-1	8	7	-4	2.1	0.2	-2	-2.3	33
46) Brc1ccc(-c2nnc(-c3ccccc3Br)o2)cc1
→ 2	1	8	5	-11	-3.2	-1.9	10	-1.4	-6
47) Cc1ccc(C(=O)Nc2cccc(C(=O)O)c2)cc1S(=O)(=O)N1CCOCC1
→ 9	0	6	-1	0	-0.9	0.0	-6	-0.8	6
48) COc1ccc(Cl)cc1C(=O)C1CCCN(Cc2cnc(C)s2)C1 (stereo not drawn)
→ 6	0	-14	2	16	0.7	-11	-11	5.4	29
49) CCC(CO)Oc1cc(NC(=O)c2ccccc2Cl)c2ncn(C(C)C)c2c1 (stereo not drawn)
→ -4	-1	-3	-1	3	-3.5	0.8	6	0.3	.
50) O=C(CSc1nccc(=O)[nH]1)Nc1cc(C(F)(F)F)ccc1N1CCOCC1
→ 1	2	11	-9	2	2.9	-0.9	-2	-0.2	-11
51) Cc1ccc(CN(C(=O)c2sc3ccccc3c2Cl)C2CCS(=O)(=O)C2)cc1 (stereo not drawn)
→ 3	-2	3	-11	-14	-0.7	-5.3	2	-1.4	-1
52) CCOC(=O)C1=C(C)N(C)C2(C)CC1c1ccccc1O2 (stereo not drawn)
→ 2	0	-6	-4	2	0.7	2.3	-14	.	11
53) Cc1cc(C(=O)N2CCCC(Nc3ccc(F)cc3)C2)c(C)o1 (stereo not drawn)
→ 4	-1	-7	0	5	0.7	-0.4	3	4.3	8
54) COc1ccc(N2CCN(C(=O)CCN3C(=S)NC(C)(C)CC3C)CC2)cc1 (stereo not drawn)
→ 12	-3	-18	-4	2	0.8	-1.0	-11	.	5
55) Cc1ccc(C)c(S(=O)(=O)N2CCN(C(=O)c3cccn3C)CC2)c1
→ 2	2	-8	-10	0	-0.3	-0.2	1	-0.4	.
56) COc1cc(OC)cc(-c2c(-c3cccs3)c3cc(-c4ccc(OC)c(F)c4)ccc3n2C)c1
→ 7	3	5	-1	-13	4.0	-2.9	-11	0.2	.
57) CC(C)(C)OC(=O)NCCCC[C@@H](C(=O)N1CCN(C(=O)OC(C)(C)C)CC1)n1cc(C(CO)NC(=O)OC(C)(C)C)nn1 (stereo partly drawn)
→ 6	-1	3	-10	7	-1.0	-0.2	11	0.3	3
58) Cc1cc(=O)c2ccc(C(F)(F)F)cc2[nH]1
→ 8	3	-12	-1	-6	2.3	-2.4	-6	.	14
59) Cc1cccc(NC(=S)N/N=C/c2c[nH]c3ccccc23)c1
→ 36*	2	16	-20	13	-1.5	-2.8	-3	-0.5	5
60) O=C(OCC(=O)N1CCCC1)c1ccccc1OCc1ccccc1
→ -3	-1	3	1	-5	3.0	-0.9	4	0.7	3
61) Cc1cccc(N2CC(C(=O)Nc3nc4ccc(S(C)(=O)=O)cc4s3)CC2=O)c1C (stereo not drawn)
→ -1	-3	11	-5	-2	-3.2	.	10	-0.2	2
62) CC(OC(=O)Cc1cccc(C(F)(F)F)c1)C(=O)Nc1ccc(Cl)cn1 (stereo not drawn)
→ -9	-1	3	7	-5	-0.8	-2.2	2	2.9	26
63) COc1ccc(S(=O)(=O)N(CC(C)C)CC(C)C)c2cccnc12
→ 7	-1	7	0	2	.	-0.3	-6	1.5	13
64) COc1ccc(C(C)=O)cc1CSc1nnc(Nc2ccc(C)cc2)s1
→ 3	-1	24	1	-3	-1.0	-1.6	3	5.8	16
65) COc1ccc(C(=O)COC(=O)CNC(=O)C2CCCCC2)c(OC)c1
→ -4	1	7	2	3	3.5	-0.4	0	-0.5	3
66) Cc1cccc(N2C(=O)C(Cl)=C(Nc3c(C)n(C)n(-c4ccccc4)c3=O)C2=O)c1C
→ 1	0	-13	-13	5	0.6	-0.2	5	0.6	22
